# Bioassay records as filed in PubChem BioAssay.
# HttQ103 aggreg: reduces HttQ103-GFP aggregates in PC12 cells. PC12 HttQ103-GFP aggregates, Acumen cytometry, 40 h. AID 1688. Potency, µM (titrated, usually from 46.1 µM), for the others: at the highest dose activity change, negative = inhibition, usual class: inhibitors. hit rate 1.1% among 220,000; note: % is set by controls: 0 for no effect and ±100 for the full control effect; nearly all actives have a fitted effect of over 60% in size
#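 PC12/HTTQ103-GFP, ecdysone-inducible; teb 100 nM; cpd qHTS titration; GFP aggregates read on laser cytometer, Ex 488/Em 500-530 nm.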
# Tau FP inhib: blocks human tau fibril formation measured by polarization | AID 1468 | Potency, µM (highest dose often 57.7 µM), without a hit: at the top dose activity, negative = inhibition, most hits filed as inhibitors | K18 P301L tau heparin fibrillization, Alexa594 FP, 6 h | P10636 | hit rate 0.39% among 280,000; note: % is set by controls: 0 for no effect and ±100 for the full control effect; nearly all actives have a fitted effect of over 55% in size
# Target sequence (P10636 561-689 P618L limits assumed): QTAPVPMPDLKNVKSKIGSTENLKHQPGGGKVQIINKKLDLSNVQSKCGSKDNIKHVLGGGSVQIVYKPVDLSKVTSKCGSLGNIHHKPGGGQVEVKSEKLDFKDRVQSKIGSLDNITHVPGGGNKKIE
#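 K18 P301L tau (15 uM unlabeled/0.24 uM Alexa 594-labeled, final) + compound + heparin 20 uM final; 100 mM NaOAc pH 7; 6 hr 37 C; ThT 30 uM final added, 1 hr RT; FP ex 555/em 632 nm.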
# KDM4E inh: blocks human JMJD2E demethylase activity. JMJD2E catalytic domain, FDH-coupled NADH fluorescence (FDH is formaldehyde dehydrogenase). Potency, µM (doses to about 57.1 µM), without a hit: at the top dose activity change, negative = inhibition, hits mostly inhibitors. hit rate 1.6% among 230,000; active = well fitted inhibition curve with a large enough effect, not every such curve was filed as active; inconclusive = small, poorly fitted or top-dose-only effect, or another doubt; inactive = no such curve, though single readings can be large or run the other way;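 note: 0% = wells with enzyme and -100% = buffer wells without enzyme; nearly all actives have a fitted effect of over 50% in size; many of its hits are not listed in these tables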
# Target sequence (B2RXH2 1-337 limits assumed): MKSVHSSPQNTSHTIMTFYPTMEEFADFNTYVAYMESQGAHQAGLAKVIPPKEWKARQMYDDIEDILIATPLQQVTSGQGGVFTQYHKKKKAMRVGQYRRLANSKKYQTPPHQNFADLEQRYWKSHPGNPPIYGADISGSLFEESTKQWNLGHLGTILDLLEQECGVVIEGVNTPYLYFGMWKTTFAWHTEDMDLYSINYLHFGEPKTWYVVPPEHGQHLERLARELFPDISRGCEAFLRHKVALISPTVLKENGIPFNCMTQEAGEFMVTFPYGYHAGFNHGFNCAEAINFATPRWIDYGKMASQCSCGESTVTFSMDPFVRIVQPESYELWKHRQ
# Tau fibril ThT: blocks human tau fibril formation measured by thioflavin T | hit rate 2.1% among 270,000 | recombinant tau K18 P301L, heparin-induced fibrillization, ThT fluorescence | Potency, µM (series often up to 57.4 µM), without a hit: top-dose activity, negative = inhibition, hits mostly inhibitors | AID 1460 | P10636; note: % is set by controls: 0 for no effect and ±100 for the full control effect; nearly all actives have a fitted effect of over 55% in size
#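 In this qHTS, human K18 P301L tau is incubated with compound and heparin for 6 hr at 37 C, and Thioflavin T fluorescence then reports fibril load.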
# HTT ATP protect: cytoprotection in Huntington HTT-Q103 PC12 cell model | PC12 HTT-Q103 induced, cytoprotection, ATP luminescence, 40 h | Potency, µM (titrated, usually from 56.4 µM), for the others: cytoprotection (ATP increase), hits mostly activators | hit rate 0.14% among 230,000;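 note: % of control where 0% means no effect; nearly all actives have a fitted effect of over 45% in size; toxic huntingtin expression switched on by the ecdysone agonist tebufenozide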
#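 Readout: ATPlite luminescence (ATP level). Model: stable PC12, inducible Htt exon1 Q103-GFP. Inducer: tebufenozide, 100 nM final. Compounds: dose series. No G418 in medium.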
# Tau fluor counter: counter-screen for tau fibril formation inhibitors; tau K18 P301L (four-repeat tau fragment) Alexa594 fluorescence, heparin fibrillization; Potency, µM (top dose mostly 57.7 µM), for the others: top-dose activity change, negative = decrease; hit rate 0.93% among 280,000; AID 1463; note: % is set by controls: 0 for no effect and ±100 for the full control effect; nearly all actives have a fitted effect of over 55% in size
#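 Human K18 P301L tau (15 uM unlabeled plus 0.24 uM Alexa 594-labeled, final) in 100 mM sodium acetate pH 7 was mixed with compound and 20 uM heparin and incubated 6 hr at 37 C.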
# The depositor's hits bear a star; ? = inconclusive; . = not tested or not shown; [ ] = remark or other dose. Unless noted, calls come from the whole dose curve; as a rule, active = well fitted curve in the direction sought with a large enough effect; inconclusive = small, poorly fitted or top-dose-only effect, or another doubt; inactive = no such curve, though single readings can be large; an effect the other way counts as inactive or inconclusive. Potency is the fitted concentration of half-maximal effect. Not all compounds are listed; count on the stated rates, not on these rows.
# A first look, three compounds:
# Values run as follows: HttQ103 aggreg	Tau FP inhib	KDM4E inh	Tau fibril ThT	HTT ATP protect	Tau fluor counter
- Cc1nn2c(=O)cc(COC(=O)c3ccccc3NC(=O)C3CCCCC3)nc2s1
    .	-5.6%	.	-5.9%	.	-6.0%
- COc1ccc(Cn2c(CNS(=O)(=O)c3ccc4c(c3)CCCC4)nc3cccnc32)cc1
    .	5.4%	.	-8.4%	.	-11.4%
- CCOc1cccc2sc(NC(=O)c3ccc(S(=O)(=O)N4CCCc5ccccc54)cc3)nc12
    .	?	.	16.3%	.	-4.5%

# Main list, previewed entries included:
# Values run as follows: HttQ103 aggreg	Tau FP inhib	KDM4E inh	Tau fibril ThT	HTT ATP protect	Tau fluor counter
- Cc1nn2c(=O)cc(COC(=O)c3ccccc3NC(=O)C3CCCCC3)nc2s1
    .	-5.6%	.	-5.9%	.	-6.0%
- COc1ccc(Cn2c(CNS(=O)(=O)c3ccc4c(c3)CCCC4)nc3cccnc32)cc1
    .	5.4%	.	-8.4%	.	-11.4%
- CCOc1cccc2sc(NC(=O)c3ccc(S(=O)(=O)N4CCCc5ccccc54)cc3)nc12
    .	?	.	16.3%	.	-4.5%
- Cc1ccc2nc(COc3cccc(NC(=O)c4cccc(Cl)c4)c3)cc(=O)n2c1
    .	-1.0%	.	-0.9%	.	-8.3%
- COc1cc([N+](=O)[O-])ccc1NC(=O)N1CCC2(CC1)Nc1ccccc1-n1cccc12
    .	14.1%	.	?	.	?
- Cc1ccc(-n2ncc(C(=O)NCCN3CCN(C)CC3)c2C2CCN(C(=O)OC(C)(C)C)CC2)cc1C
    .	0.2%	.	-0.1%	.	-2.6%
- Cc1cc(C)cc(NC(=O)CCS(=O)(=O)c2ccc3nc(C)sc3c2)c1
    .	-1.7%	.	6.8%	.	-3.3%
- CCc1nnc2c(Nc3ccc(Br)c(C)c3)nc3ccccc3n12
    .	1.7%	.	2.8%	.	4.5%
- CCC(C)NC(=O)c1ccc2c(c1)nc1n2CCCCC1 (stereo not drawn)
    .	-4.7%	.	-3.1%	.	-5.8%
- Cc1ccc(CNC(=O)Cn2c(=O)n(-c3ccccc3)c(=O)c3c2c2cc(C)ccc2n3C)cc1
    .	-4.6%	.	6.1%	.	4.5%
- Cc1ccc(Cl)cc1NC(=O)Cn1cc(S(=O)(=O)Cc2ccccc2Cl)c2ccccc21
    .	?	.	0.2%	.	?
- Cc1cccc(-c2nc(SCC(=O)N3CCc4ccccc43)c3c(=O)n(C)c(=O)n(C)c3n2)c1
    .	1.9%	.	2.5%	.	2.6%
- Cc1cccc2cc(-c3nc(-c4cccs4)no3)c(=O)oc12
    .	-6.6%	.	-8.1%	.	-12.9%
- CCN(CCCNC(=O)Cn1ncc2c([nH]c3ccc(C)cc32)c1=O)c1ccccc1
    .	2.2%	.	-4.1%	.	-19.7%
- CCc1ccc(-n2nc(C)c3c(C)cc(=O)n(CC(=O)Nc4ccc(C)c(F)c4)c32)cc1
    .	-5.8%	.	14.0%	.	7.5%
- Cc1ccc(-c2cc(C(=O)Oc3ccc(C#N)cc3)no2)cc1C
    .	2.3%	.	5.4%	.	8.0%
- CCCCNC(=O)CSc1nnc(C)c2c(C)n(-c3ccccc3)nc12
    .	-3.3%	.	-9.3%	.	-1.9%
- COc1ccc(CCNC(=O)c2cnc3sc(N4CCOCC4)nn3c2=O)cc1OC
    .	-1.5%	.	7.3%	.	8.1%
- COC(=O)c1ccc(NC(=O)c2cc3cc(C)ccc3n2C)cc1
    .	-4.4%	.	?	.	-6.6%
- O=C(O)CCCn1cc(NC(=O)COc2ccccc2F)cn1
    .	5.1%	.	2.3%	.	8.4%

# Record cards, as listed above. Order of values: HttQ103 aggreg | Tau FP inhib | KDM4E inh | Tau fibril ThT | HTT ATP protect | Tau fluor counter
# `CCc1nnc2c(Nc3ccc(Br)c(C)c3)nc3ccccc3n12` is listed with . | 1.7% | . | 2.8% | . | 4.5%
# `Cc1ccc(-c2cc(C(=O)Oc3ccc(C#N)cc3)no2)cc1C` is listed with . | 2.3% | . | 5.4% | . | 8.0%

# Carrying on:
# Values run as follows: HttQ103 aggreg	Tau FP inhib	KDM4E inh	Tau fibril ThT	HTT ATP protect	Tau fluor counter
- CNS(=O)(=O)c1cn(CC(=O)Nc2cccc(OC)c2)cc1S(=O)(=O)NC
    .	1.5%	.	3.7%	.	5.2%
- COC(=O)c1ccccc1NC(=O)c1cnc2c(-c3cccc(C)c3)c(C)nn2c1C
    .	-3.4%	.	-8.9%	.	-3.4%
- CCC(C)NC(=O)CSc1nc2c(sc3ccccc32)c(=O)n1CCc1ccccc1 (stereo not drawn)
    .	-7.9%	.	12.3%	.	7.7%
- COc1ccc(-c2noc(N3CCC(C(=O)Nc4ccc(F)cc4Cl)CC3)n2)cc1
    .	-7.7%	.	-16.1%	.	-12.4%
- O=C(COCc1cc(-c2ccc3c(c2)OCO3)on1)NCc1ccc(F)cc1
    .	-8.7%	.	-7.4%	.	-5.9%
- CCCCNC(=O)c1cccc(-n2cnc3cccnc32)c1C
    .	2.9%	.	11.1%	.	5.9%
- Cc1nn(-c2ccc(N3CCCCC3)nn2)c(C)c1CCC(=O)NCc1ccc(F)cc1
    .	-0.7%	.	?	.	-3.7%
- CCCCC(CC)CNC(=O)Cc1ccc(-n2c(=O)[nH]c3ccccc3c2=O)cc1 (stereo not drawn)
    .	6.8%	.	-0.8%	.	-7.9%
- Cc1cc(NC(=O)Nc2nnc(N(C)Cc3ccccc3)s2)ccc1Br
    .	-3.7%	.	-13.0%	.	-13.1%
- O=C(CN1C(=O)COc2ccc(S(=O)(=O)N3CCOCC3)cc21)Nc1ccc(F)c(Cl)c1
    .	-17.3%	.	4.1%	.	-12.5%
- CN(C)c1ccc(C(CNS(=O)(=O)c2ccc(F)cc2F)N2CCOCC2)cc1 (stereo not drawn)
    .	0.1%	.	?	.	-28.6%
- COC(=O)c1cc(S(=O)(=O)N2CCN(c3cccc(C)c3)C(C)C2)c[nH]1 (stereo not drawn)
    .	?	.	9.9%	.	-27.2%
- Cc1ccc(Cl)cc1NC(=O)Nc1cccc(OCc2cc(=O)n3ccccc3n2)c1
    .	?	.	-6.2%	.	-28.2%
- COc1ccc(-n2c(SCC(=O)NCc3ccccc3)nc3ccsc3c2=O)cc1
    .	-8.5%	.	2.3%	.	-7.1%
- O=C(NCc1ccccc1Cl)c1cc2cccc3c2n1CCS3
    .	-10.0%	.	-2.0%	.	?
- COCCCNC(=O)Cn1c(=O)n(-c2cccc(C)c2)c(=O)c2c1c1cc(C)ccc1n2C
    .	-1.2%	.	-10.5%	.	-19.0%
- COCCNC(=O)CSc1nc2cc3c(cc2c(=O)n1CCCCCC(=O)NCc1ccc(OC)cc1)OCO3
    .	-15.0%	.	-1.0%	.	-11.4%
- Cc1c(C)n(Cc2ccc(Cl)cc2)c2ccc(C(=O)N3CCN(c4ccccc4F)CC3)cc12
    .	7.6%	.	-8.1%	.	1.3%
- COc1cc(Cl)c(C)cc1NC(=O)c1c(C)oc2nc(C)nc(N3CCCC3)c12
    .	-0.9%	.	-13.3%	.	-7.7%
- Cc1ccc(NC(=O)c2cccc(N3CCCS3(=O)=O)c2)cc1C
    .	-7.3%	.	-8.3%	.	-15.6%

# Copied from the list:
# COC(=O)c1cc(S(=O)(=O)N2CCN(c3cccc(C)c3)C(C)C2)c[nH]1 (stereo not drawn) in Tau fluor counter = -27.2%
# O=C(COCc1cc(-c2ccc3c(c2)OCO3)on1)NCc1ccc(F)cc1 in Tau fluor counter = -5.9%

# (list continues)
# Values run as follows: HttQ103 aggreg	Tau FP inhib	KDM4E inh	Tau fibril ThT	HTT ATP protect	Tau fluor counter
- CCCc1c(C)c2ccc(O)c(CN3CCN(c4ccc(F)cc4)CC3)c2oc1=O
    .	-8.5%	.	-9.8%	.	-9.8%
- CCOc1cc(CNC(=O)c2cc(-c3ccccc3)n[nH]2)cc(OCC)c1OCC
    .	-9.7%	.	0.3%	.	-26.0%
- COc1ccc(Cl)cc1NC(=O)C(C)n1c(=O)cc(C(F)(F)F)c2c(C)nn(C)c21 (stereo not drawn)
    .	12.2%	.	-5.9%	.	-8.4%
- Cc1c(NC(=O)c2ccccc2)cc(C(C)C)c(O)c1S(=O)(=O)c1ccc(Cl)cc1
    .	-6.2%	.	-2.6%	.	-9.4%
- COc1cccc(C(=O)N(Cc2ccco2)c2ccccn2)c1
    .	4.5%	.	4.7%	.	7.5%
- CC1CCN(c2nc3ccccc3nc2C(F)(F)F)CC1
    .	-5.7%	.	3.2%	.	-4.8%
- COc1cccc(NC(=O)c2ccc(-c3nc(COc4ccccc4)c(C)o3)cc2)c1
    .	?	.	?	.	?
- Cc1ccc(C)c(NC(=O)C2CCCN(S(=O)(=O)c3cn(C)cn3)C2)c1 (stereo not drawn)
    .	-4.0%	.	5.3%	.	-2.8%
- Cc1cccc(OCC(=O)Nc2ccc(S(=O)(=O)N(Cc3ccccc3)c3ccccc3)cc2)c1
    .	?	.	15.1%	.	?
- Cc1ccc(N(Cc2cccs2)C(=O)c2ccc(OC(C)C)cc2)cc1
    .	5.9%	.	-3.1%	.	-8.1%
- CCc1nn2c(=O)cc(COC(=O)c3ccc(NC(=O)C4CCCCC4)cc3)nc2s1
    .	-12.1%	.	-3.7%	.	0.4%
- COc1cccc(CNc2nccn(-c3cc(C)cc(C)c3)c2=O)c1
    .	6.3%	.	-5.9%	.	-4.0%
- COc1ccc(NC(=O)Nc2ccccc2OCc2cc(=O)n3ccccc3n2)c(OC)c1
    .	11.9%	.	?	.	?
- CNc1oc(-c2ccc(COc3ccc(C)cc3)o2)nc1C#N
    .	15.4%	.	-15.2%	.	?
- Cc1ccc(NC(=O)c2oc3ccc(S(=O)(=O)N4CCCCC4)cc3c2C)cc1C
    .	-9.6%	.	3.0%	.	-9.8%
- O=C(Nc1nc2n(n1)C(c1ccc(F)cc1)C=C(c1ccccc1)N2)c1ccc(Cl)cc1 (stereo not drawn)
    .	-2.3%	.	?	.	-3.5%
- COc1ccc(NC(=O)CSc2nc(-c3cccs3)cc(C(F)(F)F)n2)cc1OC
    .	-13.1%	.	-16.0%	.	-26.8%
- COc1ccccc1Cn1c(CNS(=O)(=O)c2c(C)cc(C)cc2C)nc2cccnc21
    .	3.6%	.	-14.7%	.	-15.0%
- COc1ccccc1NC(=O)CSC1=Nc2ccccc2C2=NC(CCC(=O)NCCc3ccccc3)C(=O)N12 (stereo not drawn)
    .	-4.0%	.	-5.2%	.	-3.5%
- CCC1CCCCN1CCCNC(=O)c1ccc2c(c1)sc1nc(-c3ccc(F)cc3)cn12 (stereo not drawn)
    .	-0.4%	.	-2.9%	.	-0.4%

# (cont.)
# Values run as follows: HttQ103 aggreg	Tau FP inhib	KDM4E inh	Tau fibril ThT	HTT ATP protect	Tau fluor counter
- O=C(Cn1nc2n(c1=O)-c1ccccc1SC2)N/N=C/c1cccs1
    14.0%[9.22 µM]	.	1.5%	.	18.9%[10 µM]	.
- O=C(O)CCC(=O)Nc1ccc(Br)cc1C(=O)c1ccccc1
    -23.1%[9.22 µM]	.	-3.5%	.	9.7%[10 µM]	.
- COc1cccc(-c2nc(-c3cccs3)no2)c1
    19.2%[9.22 µM]	.	-0.7%	.	3.4%[10 µM]	.
- Cc1cccc(Cl)c1NC(=S)NN
    7.9%[9.22 µM]	.	6.3%	.	-6.9%[10 µM]	.
